BRCT inh green = inhibitors of human BRCA1 BRCT-phosphoprotein interaction (green fluorophore); P38398; BRCA1 BRCT-phosphopeptide binding, green fluorescence polarization; Potency, µM (highest dose often 76.9 µM), without a hit: at the highest dose activity change, negative = inhibition, usual class: inhibitors; hit rate 0.05% among 75,000; AID 875;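 also: potency is read from the fitted curve at half-maximal effect; plate controls were peptide without protein for full effect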
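Fluorescence polarization: His-tagged BRCT (~35 kDa BRCA1 C-terminus, 250 nM) bound to 100 nM fluorescein-labeled phosphorylated 10-aa BACH1 peptide, pH 7.3 phosphate buffer with DTT and Tween 20. Compounds incubated 12 min at room temperature; inhibition read as lowered polarization.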
USP2a inh = blocks human ubiquitin-specific protease USP2a | O75604 | USP2a enzymatic assay, qHTS inhibition | Potency, µM (highest dose often 38.3 µM), inactives show top-dose activity change, negative = inhibition, hits mostly inhibitors | hit rate 0.1% among 60,000;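 also: potency is read from the fitted curve at half-maximal effect; nearly all actives have a fitted effect of over 60% in size; plate controls were DMSO for no effect and NEM full inhibition control for full effect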
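USP2 core (20 nM final) was preincubated with compound for 30 min at RT in 20 mM Tris-HCl pH 8.0, 2 mM CaCl2, 2 mM beta-mercaptoethanol; Ub-PLA2 (20 nM) plus NBD C6-HPC (20 uM) then added, fluorescence read after 2.5 h.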
Casp7 inh = caspase-7 (human) inhibition, allosteric or competitive. recombinant caspase-7, Ac-DEVD-AFC fluorescence rate. Potency, µM (highest dose often 57.5 µM), without a hit: top-dose activity change, negative = inhibition, usual class: inhibitors. hit rate 0.02% among 75,000. P55210. AID 889; active = well fitted inhibition curve with a large enough effect in the main read-out, with a control signal flat, not every such curve was filed as active; inconclusive = small, poorly fitted or top-dose-only effect, or a change in a side signal; also: potency is read from the fitted curve at half-maximal effect; % of control where 0% means no effect
Fluorescein autfl = compound autofluorescence in fluorescein spectral region; AID 593; max fluorescein-equivalent concentration, M; Compound autofluorescence, 480/540 nm, fluorescein-equivalent; active compounds read high; hit rate 0.91% among 59,000; in the data active = max fluorescein-equivalent concentration above about 10 nM; inconclusive = between about 1.1 nM and that limit
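Autofluorescence profiling; 100 mM Tris, pH 8.0; incubation 15 min at RT; ex/em 480/540 nm; result as fluorescein-equivalent concentration.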
4-MU autofl = compounds fluorescent in 4-MU spectral region. AID 589. hit rate 11% among 59,000. compound autofluorescence, 340/450 nm, 4-MU equivalents; active compounds read high. max dye-equivalent concentration, M; in the data active = max dye-equivalent concentration above about 10 nM; inconclusive = mostly about 1.1 nM to 9.6 nM
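Intrinsic fluorescence at 340/450 nm (ex/em) was read after 15 min at room temperature in pH 8.0, 100 mM Tris. Each compound concentration expressed as 4-MU-equivalent concentration from a six-point 4-MU standard series on each plate.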
Rhodamine fluor = compound autofluorescence in rhodamine spectral region; Rhodamine-region fluorescence, 547/598 nm, Tris buffer; active compounds read high; max dye-equivalent concentration, M; hit rate 0.05% among 59,000; AID 594; in the data active = max dye-equivalent concentration above about 11 nM; inconclusive = between about 1.1 nM and that limit
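Intrinsic compound fluorescence, ex 547 / em 598 nm, CCD imager. Tris 100 mM pH 8.0; 15 min RT. Output = rhodamine dye-equivalent concentration at each compound concentration.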
A350 fluor = compounds fluorescent in Alexa 350 spectral region. hit rate 11% among 59,000. max dye-equivalent concentration, M. Compound autofluorescence, 340/450 nm, Alexa 350 dye-equivalents; active compounds read high; in the data active = max dye-equivalent concentration above about 10 nM; inconclusive = mostly about 1.1 nM to 9.6 nM
HEK293 cAMP cs = counter-screen for TSHR agonists: cAMP increase in parental HEK293; parental HEK293 CNG cAMP sensor, membrane potential fluorescence; Potency, µM (doses to about 57.1 µM), without a hit: top-dose activation, actives largely listed as activators; hit rate 2.5% among 73,000; also: potency is read from the fitted curve at half-maximal effect; % of control where 0% means no effect; nearly all actives have a fitted effect of over 55% in size
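Counterscreen for endogenous-receptor signalling: CNG-channel HEK 293 cells report cAMP rise by membrane depolarization. After 60 min dye equilibration with 100 uM RO 20-1724, compounds incubated 30 min before bottom-read fluorescence at 590 nm.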
Casp1 inh = caspase-1 (human) inhibition, allosteric or competitive; P29466; Caspase-1 enzyme, Ac-WEHD-AFC fluorogenic rate; Potency, µM (doses to about 57.5 µM), for inactives: top-dose activity change, negative = inhibition, actives largely listed as inhibitors; hit rate 0.03% among 75,000; AID 900;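 also: potency is read from the fitted curve at half-maximal effect; plate controls were vehicle for no effect and no substrate for full effect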
Texas Red fluor = compounds fluorescent in Texas Red spectral region; Compound fluorescence, Texas Red channel, 547/618 nm; active compounds read high; max dye-equivalent concentration, M; hit rate 0.06% among 59,000; in the data active = max dye-equivalent concentration above about 10 nM; inconclusive = between about 1.1 nM and that limit
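Pin-transferred compounds and Texas Red standards go into 100 mM Tris buffer, pH 8.0. After 15 min at room temperature, plates are imaged with 547/618 nm filters. Each value is a dye-equivalent concentration derived from the per-plate dye curve.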
BRCT inh red = BRCT-phosphoprotein interaction inhibition (red fluorophore) | AID 892 | BRCT-phosphopeptide binding, red fluorescence polarization | Potency, µM (highest dose often 76.9 µM), for inactives: at the top dose activity change, negative = inhibition, most hits filed as inhibitors | P38398 | hit rate 0.03% among 75,000; also: % is scaled to controls: 0 for no effect and ±100 for the full control effect
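Rhodamine-labelled pBACH1 10-mer (100 nM) bound to BRCT domain (100 nM) at pH 7.3; compounds incubated 12 min room temperature, polarization read. Free peptide defines full inhibition; unlabelled decapeptide titrated as control.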
An asterisk follows results filed as active; i = inactive; ? = inconclusive; . = no result given; [ ] = another dose, or the depositor's remark. Unless noted, calls follow the shape of the dose curve; as a rule, active = well fitted curve in the direction sought with a large enough effect; inconclusive = small, poorly fitted or top-dose-only effect, or another doubt; inactive = no such curve, though single readings can be large; an effect the other way counts as inactive or inconclusive. Only part of the results is shown (hit frequency here may not be typical).

Fields: BRCT inh green	USP2a inh	Casp7 inh	Fluorescein autfl	4-MU autofl	Rhodamine fluor	A350 fluor	HEK293 cAMP cs	Casp1 inh	Texas Red fluor	BRCT inh red
CCOc1ccccc1Nc1nnc(C)c(=O)[nH]1
 : -3.7%	-5%	2%	i	i	i	i	6%	-2%	i	0.5%
CCOC(=O)C1CCN(C(=O)Cn2cc(C(=O)c3ccco3)c3ccccc32)CC1
 : -2.7%	3%	-1%	i	i	i	i	13%	2%	i	3.2%
Cc1cc(C)c(NC(=O)CCCN2CCOCC2)c(C)c1
 : -0.8%	5%	0%	?	i	i	i	0%	2%	?	-0.8%
COc1ccccc1-c1nnc2sc(-c3cnccn3)nn12
 : -1.3%	19%	-3%	?	i	i	i	3%	-4%	i	0.5%
CC(NCCC(c1ccccc1)c1ccccc1)c1ccccc1 (stereo unspecified)
 : -1.5%[3.08 µM]	-1%	-2%	i	i	i	i	.	-3%	i	-0.3%
Cc1ccc(NC(=O)CN(C)S(=O)(=O)c2cccs2)cc1F
 : -1.0%	1%	-1%	i	i	i	i	?	-2%	i	0.0%
CCOC(=O)COc1ccc(Oc2nc(C)cc(OC)n2)nn1
 : .	.	.	i	i	i	i	.	.	i	.
COc1cc(N=Nc2cccc(S(N)(=O)=O)c2)c2ccccc2c1N
 : 12%[15.4 µM]	.	-3%[11.5 µM]	i	i	i	i	-11%[11.4 µM]	2%[11.5 µM]	i	-0.4%[15.4 µM]
CCN(CC)Cc1cc(Nc2ccnc3cc(Cl)ccc23)ccc1O
 : -0.6%[34.4 µM]	29%[17.1 µM]	-1%[25.7 µM]	?	i	i	i	3%[25.6 µM]	3%[25.7 µM]	i	1.4%[34.4 µM]
COc1ccc(Cn2nnnc2C(c2ccc(N(C)C)cc2)N2CCC(C)CC2)cc1 (stereo unspecified)
 : -1.6%	.	-23%	i	i	i	i	?	?	i	-1.7%
O=C(NCc1ccco1)C1CCN(C(=O)c2cc3sccc3n2Cc2ccc(F)cc2)CC1
 : 0.1%	32%[activator]	-3%	i	i	i	i	28%	-4%	i	-0.4%
O=S(=O)(Cc1ccccc1)N1CCC(N2CCN(c3ccccc3)CC2)CC1
 : -1.9%	6%[7.66 µM]	1%	.	.	.	.	0%[11.4 µM]	-1%	.	-1.0%
CSc1ccccc1NC(=O)CN(Cc1ccc(Cl)cc1)S(C)(=O)=O
 : -4.3%	4%	-3%	i	i	i	i	16%	-2%	i	-0.5%
COc1ccc(S(=O)(=O)Nc2ccccc2C(=O)OC2CCCN(C)C2)cc1OC (stereo unspecified)
 : 0.4%	10%	1%	i	i	i	i	6%	-1%	i	1.0%
CCN(c1ccccc1)S(=O)(=O)c1ccc(F)cc1
 : 0.9%	11%	0%	i	i	i	i	24%	-2%	i	0.7%
CC(C)Sc1nc(N2CCOCC2)c2c(c1C#N)CC(C)(C)SC2
 : 3.5%	23%	-10%	i	?	i	?	5%	-7%	?	0.4%
COc1ccccc1OCCCCCc1c(C)n[nH]c1C
 : -4.2%	5%	0%	.	.	.	.	27%	-3%	.	3.1%
O=C(c1ccco1)N1CCN(CC(O)Cn2c3ccccc3c3ccccc32)CC1 (stereo unspecified)
 : 0.0%	26%	3%	?	i	i	i	?	-1%	i	-2.7%
O=C(CN1C(=O)CSc2ccccc21)NCCC1=CCCCC1
 : -3.5%	-21%	2%	i	i	i	i	20%	0%	i	-1.5%
CN(C)c1ccc(-c2ccccc2)nn1
 : -3.7%	0%	4%	?	?	i	?	1%	1%	i	0.0%
CC1Cc2ccccc2N1C(=O)CSc1nc2ccccc2n1CC(=O)N1CCOCC1 (stereo unspecified)
 : -2.6%	18%	1%	i	i	i	i	1%	2%	?	-1.0%
C=CCN(CC(=O)NCc1ccccc1)C(=O)c1csnn1
 : 0.3%	.	1%	i	i	i	i	9%	-1%	i	-4.0%
O=C(O)[C@H]1CCc2ccc3ccccc3c2[C@H]1c1cccc2ccccc12
 : 0.3%[15.4 µM]	.	-2%[11.5 µM]	i	i	i	i	17%[11.4 µM]	-1%[11.5 µM]	i	2.4%[15.4 µM]
COc1ccc(/C=N\NC(=O)O)cc1
 : 0.6%[15.4 µM]	.	0%[11.5 µM]	?	?	i	?	2%[11.4 µM]	1%[11.5 µM]	?	0.3%[15.4 µM]
O=C(NCc1ccc(F)cc1)c1cc(S(=O)(=O)N2CCOCC2)ccc1F
 : -1.6%	3%	-2%	i	i	i	?	6%	0%	i	-1.3%
NS(=O)(=O)c1ccc(CCNC(=O)Nc2ccc(Cl)cc2)cc1
 : 0.4%	11%[7.66 µM]	1%	.	.	.	.	-3%[11.4 µM]	0%	.	-2.2%
CCOC(=O)c1ccc(N2C(=O)C(O)=C(C(C)=O)C2c2ccc(O)c(OC)c2)cc1 (stereo unspecified)
 : -2.5%	6%	1%	i	i	i	i	-6%	0%	i	-0.6%
CCCCn1c(CN2CCOCC2)nc2c1c(=O)n(C)c(=O)n2C
 : -3.0%	.	1%	.	.	.	.	21%	-10%	.	1.1%
O=C(c1ccco1)N1CCC2(CC1)CCN(c1ccc(-c3ccccc3)cc1)CC2
 : 2.3%	18%	-4%	i	i	i	i	6%	2%	i	-1.6%
COc1ccc(Cl)cc1NC(=O)CN(c1ccccc1)S(=O)(=O)N(C)C
 : -0.5%	-3%	-1%	i	i	i	i	12%	-1%	i	0.1%
CCn1cc(C(=O)N2CCOCC2)c(=O)c2cc(S(=O)(=O)N(C)C)ccc21
 : -1.6%	.	-1%	.	.	.	.	-10%	1%	.	-0.6%
C=CCNc1oc(COc2ccc(C)cc2)nc1C#N
 : -1.8%	.	-2%	.	.	.	.	?	1%	.	-0.6%
COC(=O)c1c(NC(=O)CC2SCC(C(=O)OC)NC2=O)sc2c1CCCC2 (stereo unspecified)
 : 1.1%	26%	-3%	.	.	.	.	1%	-3%	.	0.5%
Cc1ccc(NC(=O)COc2ccc(/C(N)=N/O)cc2)cc1C
 : -1.1%	-8%	0%	?	i	i	i	10%	2%	i	-2.8%
N#Cc1cccc(NC(=O)N2CC[C@@]3(CCCN(C(=O)c4ccco4)C3)C2)c1
 : -2.1%	19%	0%	?	i	i	i	5%	-2%	i	-0.9%
COc1ccc(Cl)cc1NC(=O)c1ccco1
 : 6.4%	-7%	-2%	?	i	i	i	?	0%	i	-1.1%
COc1ccc(NC(=O)N2CC[C@@]3(CCCN(C(=O)c4cnccn4)C3)C2)cc1
 : -1.5%	1%	0%	?	i	i	i	12%	1%	i	-0.8%
CCOC(=O)c1c(-c2cccs2)csc1NC(=O)CN1CC(C)OC(C)C1 (stereo unspecified)
 : -1.4%	-4%	-2%	i	i	i	i	22%	-3%	?	-0.5%
O=C(Nc1cccc(F)c1)N1CC2(CCN(C(=O)c3ccncc3)CC2)C1
 : -0.6%	8%	-3%	i	i	i	i	10%	-11%	i	-0.5%
Cc1cccc(NC(=O)c2sc(NC(=O)c3ccco3)c(C#N)c2C)c1C
 : 0.4%	-4%	-1%	i	?	i	?	16%	-3%	i	-1.7%
COc1ccc(CN2C(=O)NC3(CCCCCC3)C2=O)cc1F
 : -1.3%	3%	1%	?	i	i	i	10%	-2%	?	0.9%
Cc1ccc(C)c(-n2c(CNC(=O)c3ccco3)nnc2SCC(=O)N2CCc3ccccc32)c1
 : -0.9%	14%	0%	i	i	i	i	-4%	1%	i	1.4%
Cc1c(C(=O)OCCOC(C)C)[nH]c2c1C(=O)CC(c1ccco1)C2 (stereo unspecified)
 : 0.4%	.	-7%	.	.	.	.	11%	0%	.	0.2%
CC(C)(C)NC(=O)CN(Cc1cccs1)C(=O)c1csnn1
 : 0.2%	-8%	3%	i	i	i	i	4%	0%	i	-1.1%
Cc1cc(C)cc(N2CCCn3c2nc2c3c(=O)n(CCN3CCOCC3)c(=O)n2C)c1
 : -0.8%	11%	-1%	i	i	i	i	-2%	0%	i	-2.1%
O=C(Nc1ccccc1C(=O)NC(Cc1c[nH]c2ccccc12)C(=O)O)c1ccco1 (stereo unspecified)
 : -0.2%	-7%	1%	.	.	.	.	13%	-3%	.	-0.3%
O=C(COC(=O)Cc1ccc(S(=O)(=O)N2CCCCC2)s1)Nc1ccc2c(c1)OCO2
 : 0.9%	21%	1%	?	i	i	i	-2%	0%	?	-0.5%
CC(=O)NCCNc1nc(-c2cccc(C#N)c2)nc2ccccc12
 : -0.1%	51%[activator]	-1%	?	i	i	?	-17%	2%	i	-6.9%
O=C(CCN1C(=O)c2ccccc2C1=O)Nc1ccncc1
 : -5.0%	-7%	0%	.	.	.	.	4%	-3%	.	0.8%
CC(C)CN1C(=O)c2ccc(C(=O)Nc3ccccn3)cc2C1=O
 : .	.	.	?	i	i	i	.	.	i	.

Assay outcomes as filed in PubChem BioAssay.
